# Integrin act MD: activates integrin-mediated alleviation for muscular dystrophy. hit rate 0.064% among 350,000. AID 624291. alpha7betagal myoblasts, beta-gal FDG fluorescence, 48 h. Potency, µM (top dose mostly 38.3 µM), inactives show at the highest dose activation, hits mostly activators;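 further: potency means the concentration at half of the fitted maximal effect; 100% = response of the positive control SU9516; nearly all actives have a fitted effect of over 60% in size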
#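 Alpha7betagal+/- myoblasts (passage 13) were plated 16-24 hr, then exposed to compounds (1:260 dilution of DMSO stock) for 48 hours at 37C. After MPER lysis, β-galactosidase reporter activity was read as FDG fluorescence (ex 480/em 540) after 30 minutes.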
# BCR signal inh: chronic active BCR signaling inhibition; ABC-DLBCL IkBa-CBG/CBR reporter, luminescence ratio, 4 h; Potency, µM (top dose mostly 46.1 µM), for the others: top-dose ratio change, negative = lower green/red ratio, hits mostly inhibitors; hit rate 0.05% among 340,000; AID 493014; active means well fitted inhibition curve with a large enough effect in the signal ratio, with a control signal flat, not every such curve was filed as active; inconclusive means small, poorly fitted or top-dose-only effect, or effect the other way, or a change in a side signal; the % refers to the signal ratio;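 further: potency means the concentration at half of the fitted maximal effect; plate controls were basal doxycycline-induced cells for no effect and cells given 10 µM MG132 for full effect; MG132 reads +100%, hits lower the ratio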
#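 TMD8 ABC-DLBCL cells carrying doxycycline-inducible green luciferase fused to IkappaBalpha plus unfused red luciferase were exposed to compounds (up to 46 uM) for 4 hrs at 37C. Activity came from the overlap-corrected green/red luminescence ratio.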
# Tb PFK inh: inhibitors of T. brucei phosphofructokinase. Potency, µM (top dose mostly 57.5 µM), for the others: at the top dose activity, negative = inhibition, most hits filed as inhibitors. O15648. AID 485367. T. brucei PFK, ADP-Glo luminescence. hit rate 0.17% among 330,000;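 further: potency means the concentration at half of the fitted maximal effect; 0% = uninhibited 1x PFK enzyme wells and -100% = no-enzyme wells; nearly all actives have a fitted effect of over 60% in size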
#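 Luminescent ADP detection (ADP-Glo, two-step: ATP depletion then ADP-to-ATP conversion for luciferase) reported PFK activity after 45 min room-temperature reaction of 1.25 nM enzyme with 0.5 mM F6P and 0.1 mM ATP at pH 8.0.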
# PKM2 act: activators of human pyruvate kinase M2. P14618. purified PKM2, Kinase-Glo ATP luminescence, activation; response scale: 0% is enzyme alone, no compound. Potency, µM (titrated, usually from 57.5 µM), for inactives: at the top dose activation, usual class: activators. hit rate 0.34% among 260,000. AID 1631; further: potency means the concentration at half of the fitted maximal effect; on the % scale 0 is the no-effect control and ±100 the full control effect; nearly all actives have a fitted effect of over 55% in size
# Target sequence (P14618 whole entry, looked up): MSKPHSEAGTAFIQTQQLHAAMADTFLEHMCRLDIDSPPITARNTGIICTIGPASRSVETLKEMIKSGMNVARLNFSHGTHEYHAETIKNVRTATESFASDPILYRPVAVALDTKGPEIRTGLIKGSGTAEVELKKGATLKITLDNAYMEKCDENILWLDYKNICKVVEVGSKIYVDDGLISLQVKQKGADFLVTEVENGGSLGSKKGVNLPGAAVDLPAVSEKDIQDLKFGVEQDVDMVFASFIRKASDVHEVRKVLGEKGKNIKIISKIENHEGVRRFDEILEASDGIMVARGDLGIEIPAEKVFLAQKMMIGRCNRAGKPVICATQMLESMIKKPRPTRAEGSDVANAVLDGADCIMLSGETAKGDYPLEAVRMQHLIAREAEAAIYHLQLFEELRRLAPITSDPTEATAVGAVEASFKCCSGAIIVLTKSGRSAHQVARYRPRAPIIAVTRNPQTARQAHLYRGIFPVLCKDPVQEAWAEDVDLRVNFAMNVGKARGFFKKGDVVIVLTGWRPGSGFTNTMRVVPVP
#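 hPK-M2, >95% pure; 0.1 mM ADP / 0.5 mM PEP final; imidazole pH7.2 buffer w/ 7 mM MgCl2, 50 mM KCl; 1 h RT; Kinase-Glo lum. Intermediate enzyme activity for dual inhibitor/activator qHTS.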
# Menin MLL FP TR: menin-MLL binding inhibition, Texas Red mutant peptide; O00255; Menin + Texas Red MLL mutant peptide, fluorescence polarization; Potency, µM (highest dose often 61.6 µM), without a hit: top-dose FP activity change, negative = inhibition, most hits filed as inhibitors; hit rate 0.23% among 270,000; AID 1768; active means well fitted inhibition curve with a large enough effect in the polarisation, with a control signal flat, not every such curve was filed as active; inconclusive means small, poorly fitted or top-dose-only effect, or effect the other way, or a change in a side signal; inactive means no such curve, though single readings can be large or run the other way; the % refers to the polarisation; further: potency means the concentration at half of the fitted maximal effect; % of control where 0% means no effect; many of its hits are not listed in these tables
# S-ASM inh: blocks human secretory acid sphingomyelinase; P17405; placental ASM, HMU-PC fluorogenic substrate, 60 min; Potency, µM (titrated, usually from 57.5 µM), without a hit: at the highest dose activity change, negative = inhibition, hits mostly inhibitors; hit rate 0.006% among 340,000; further: potency means the concentration at half of the fitted maximal effect
#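 HMU-PC0 cleavage (9 uM final) by human placental ASM, 60 min at 37 °C following 10 min compound exposure at RT; stopped at pH 10, fluorescence Ex 386/Em 447 nm.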
# TSG101-PTAP inh: blocks PTAP/TSG101 interaction to inhibit HIV-1 budding; Fluorescence polarization, FITC-PTAP peptide / Tsg101 binding; Potency, µM (top dose mostly 115 µM), without a hit: at the highest dose activity change, negative = inhibition, usual class: inhibitors; Q99816; 340,000 tested, under 10 active; active means well fitted inhibition curve with a large enough effect in the main read-out, with a control signal flat, not every such curve was filed as active; inconclusive means small, poorly fitted or top-dose-only effect, or effect the other way, or a change in a side signal; inactive means no such curve, though single readings can be large or run the other way; further: potency means the concentration at half of the fitted maximal effect; % of control where 0% means no effect
# Target sequence (Q99816 whole entry, looked up): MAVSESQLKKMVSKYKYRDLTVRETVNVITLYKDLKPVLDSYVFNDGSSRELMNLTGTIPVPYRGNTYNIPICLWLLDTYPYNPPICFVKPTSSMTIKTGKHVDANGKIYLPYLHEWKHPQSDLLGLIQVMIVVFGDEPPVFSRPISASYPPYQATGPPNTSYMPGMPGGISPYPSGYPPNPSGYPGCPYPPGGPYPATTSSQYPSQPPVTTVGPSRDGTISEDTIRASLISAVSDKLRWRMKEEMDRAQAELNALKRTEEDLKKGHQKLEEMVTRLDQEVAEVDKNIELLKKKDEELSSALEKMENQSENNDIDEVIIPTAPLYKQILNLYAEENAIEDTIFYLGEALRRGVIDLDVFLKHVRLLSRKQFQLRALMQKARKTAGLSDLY
#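 Compounds were pin-transferred onto Tsg101 binding domain (10 uM final) in HEPES pH 7.5 buffer, then FITC-PTAP peptide was added at 50 nM final. After 20 min at RT, polarization reported peptide displacement across a qHTS concentration series.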
# B2AR arrestin: beta2AR (human) beta-arrestin recruitment activity; beta-arrestin recruitment to beta2AR, cell-based reporter; Potency, µM (series often up to 46.1 µM), for the others: top-dose activation, hits mostly activators; hit rate 0.02% among 330,000; AID 492947;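 further: potency means the concentration at half of the fitted maximal effect; 0% = DMSO controls and full agonism = EC100 isoproterenol or metaproterenol; nearly all actives have a fitted effect of over 65% in size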
# Coupling enz: inhibits coupling enzyme system, counter-screen for aldolase hits | activity change, negative = inhibition, % at 58.2 µM, hits read low | coupling enzyme system counterscreen, AmpLite Red fluorescence | hit rate 0.67% among 290,000; in the data active means activity change below about -30%; further: on the % scale 0 is the no-effect control and ±100 the full control effect
#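 Final compound at 57.5 uM, incubated 10 min at RT with coupling enzyme reagent (glyceraldehyde-3-phosphate), then 20 min with substrate and AmpLite Red detection. Fluorescence read at 525/598 nm; tests interference with the coupling assay, not aldolase inhibition.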
# GALK inhibitor: blocks human galactokinase activity; AID 1868; P51570; Purified GALK, Kinase-Glo residual ATP luminescence; Potency, µM (titrated, usually from 57.5 µM), without a hit: top-dose activity change, negative = inhibition, hits mostly inhibitors; hit rate 0.007% among 270,000; further: potency means the concentration at half of the fitted maximal effect; on the % scale 0 is the no-effect control and ±100 the full control effect
#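 Quantitative HTS: GALK 5 nM, ATP 35 uM, galactose 100 uM, 1 h room temperature, then luciferase-based ATP detection.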
# Giardia kill: kills Giardia lamblia; Giardia lamblia trophozoite viability; AID 540267; hit rate 0.15% among 340,000; activity change, % at 7.66 µM, hits read low; in the data active means activity change below about -80%; inconclusive means between about -30% and that limit;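 further: parasites exposed to compound for two days anaerobically before the ATP read; on the % scale 0 is the no-effect control and ±100 the full control effect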
#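 Media and compound were dispensed first, then trophozoites at 100 cells/well; plates sat 48 hrs at 37 deg C without oxygen before ATP luminescence reagent was added and read after 15-30 min at room temperature.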
# * marks the source's active call; other numbers are inactive results; ? = inconclusive; . = no result given; [ ] = remark or other dose. Unless noted, the call rests on the fitted dose curve; in most records, active means well fitted curve in the direction sought with a large enough effect; inconclusive means small, poorly fitted or top-dose-only effect, or another doubt; inactive means no such curve, though single readings can be large; an effect the other way counts as inactive or inconclusive.
No.	canonical_smiles	Integrin act MD	BCR signal inh	Tb PFK inh	PKM2 act	Menin MLL FP TR	S-ASM inh
1	CC(=NCC1CCCO1)C1=C(O)CC(C)(C)CC1=O (stereo unspecified)	11%	6%	0%	5%	2%	4%
2	Cc1ccc(NC(=O)c2cc(S(=O)(=O)N3CCOCC3)cn2C)cc1F	-4%	?	1%	4%	-1%	-1%
3	COc1ccc(C(CC(=O)N2CCOCC2)C(C)C)cc1 (stereo unspecified)	-12%	3%	2%	-8%	1%	4%
4	Cc1ccc(N=Cc2sc(O)c3ccccc23)c(C)c1	19%	-7%	6%	-2%	16%	-1%
5	Cc1ccc(C2C(C(=O)c3cc4ccccc4o3)=C(O)C(=O)N2CCN2CCOCC2)o1 (stereo unspecified)	-23%	7%	1%	-4%	-20%	11%
6	CCCN(CCC)S(=O)(=O)c1ccc(C(=O)N2CCCc3ccccc32)cc1	0%[7.66 µM]	?	2%	0%	-6%	-3%
7	COc1ccc(N2C(=O)c3cccc4cc(Br)cc(c34)C2=O)cc1	15%	1%	-3%	0%	-25%	4%
8	CC(=O)c1cccc(NC(=O)C2CCN(S(=O)(=O)c3c(C)n[nH]c3C)CC2)c1	-22%	0%	0%	5%	21%	-2%
9	CCOC(=O)C1=C(c2ccccc2)c2ccc(OC)cc2N(S(=O)(=O)C(F)(F)F)C1C(=O)OCC (stereo unspecified)	-28%	-7%	4%	.	-2%	3%
10	CN(C)c1ccc(/C=C/C(=O)c2ccccc2)cc1[N+](=O)[O-]	15%	?	-2%	1%	6%	-6%

No.	TSG101-PTAP inh	B2AR arrestin	Coupling enz	GALK inhibitor	Giardia kill
1	2%	0.0%	1	-2%	3
2	-3%	0.0%	0	.	7
3	2%	-0.8%	3	0%	-14
4	?	-1.6%	-1	1%	7
5	-5%	0.6%	-14	0%	-7
6	-4%	0.0%	0	2%	-7
7	-3%	0.0%	-4	4%	-19
8	-5%	-2.0%	-1	-5%	3
9	1%	-0.9%	-6	.	-23
10	-10%	-0.6%	-2	0%	-11

# Following part.
No.	canonical_smiles	Integrin act MD	BCR signal inh	Tb PFK inh	PKM2 act	Menin MLL FP TR	S-ASM inh
11	COc1ccccc1S(=O)(=O)Cc1ccc(C(=O)NCc2cccnc2)o1	-7%	-5%	-1%	-1%	-7%	4%
12	Cc1cc(NC(=O)CSc2nnc(C3CC3)n2C)no1	19%	11%	-6%	-16%	-6%	-2%
13	CC(OC(=O)CNC(=O)c1ccc(Cl)c(Cl)c1)C(=O)N1CCOCC1 (stereo unspecified)	7%	-7%	-6%	.	.	1%
14	CC1CCCCN1C(=O)NC1CC(=O)N(c2ccc3c(c2)OCCO3)C1 (stereo unspecified)	0%	-1%	-4%	.	.	-1%
15	O=C(NCCCN1CCOCC1)c1coc2ccccc2c1=O	-22%	-1%	-4%	-1%	-1%	-2%
16	C[C@H](NS(=O)(=O)c1ccccc1)C(=O)N1CCN(C(c2ccccc2)c2ccccc2)CC1	?	2%	-4%	.	.	-11%
17	CC1=C(C(=O)OC(C)C)C(/C=C/c2ccccc2)NC(=O)N1 (stereo unspecified)	14%	3%	-1%	-8%	13%	1%
18	CCCCCc1nnc(NC(=O)Cc2ccc([N+](=O)[O-])cc2)s1	-27%	-7%	-6%	0%	?	0%
19	CS(=O)(=O)N1CCC(C(=O)NCC2CCCO2)CC1 (stereo unspecified)	33%	1%	0%	1%	7%	4%
20	N#CC1=C2SCN(Cc3ccccc3)CN2C(=O)CC1c1cccs1 (stereo unspecified)	-15%	-7%	-24%	-24%	6%[11.7 µM]	5%

No.	TSG101-PTAP inh	B2AR arrestin	Coupling enz	GALK inhibitor	Giardia kill
11	-2%	-0.8%	3	1%	0
12	-8%	-0.5%	-4	-2%	2
13	-3%	-0.1%	.	.	0
14	1%	0.0%	.	.	-10
15	1%	0.1%	4	11%	8
16	0%	-0.3%	.	.	-12
17	0%	-0.6%	2	1%	1
18	-3%	-1.6%	2	3%	1
19	-8%	-0.4%	0	0%	8
20	0%	0.5%	-40*	0%	9

# New compounds follow
No.	canonical_smiles	Integrin act MD	BCR signal inh	Tb PFK inh	PKM2 act	Menin MLL FP TR	S-ASM inh
21	COc1cc(C)nn1-c1ccc(Cl)cc1	17%	1%	5%	-2%	-15%	-2%
22	O=C(Cn1cnc2cc([N+](=O)[O-])ccc2c1=O)NC(c1ccccc1)c1ccccc1	-22%	4%	-3%	-8%	?	3%
23	CC(=O)c1ccc(NC(=O)C2(c3ccccc3)CCOCC2)cc1	1%	-1%	-5%	1%	-16%	-1%
24	Cc1cc(C)cc(-n2ncc3c2CCCC3NC(=O)CCN2Cc3ccccc3C2=O)c1 (stereo unspecified)	-29%	-6%	-3%	3%	.	-2%
25	COc1ccc2[nH]c3c(c2c1)CCN1C(=O)N([C@@H](C)C(=O)NCc2ccccc2OC)C(=O)[C@]31C	-33%	?	-4%	1%	2%	-4%
26	CCCC(=O)C1=C(O)C(C(=O)OC)C(C)(C)CC1=NCCc1ccccc1 (stereo unspecified)	-9%	-1%	0%	-2%	-13%	1%
27	COc1ccc(C(=O)C2CCN(C(=O)c3ccco3)CC2)cc1	1%	0%	1%	4%	2%	-4%
28	CC(=O)OC(C(=O)NCc1ccc(F)cc1)c1ccccn1 (stereo unspecified)	-23%	4%	2%	-1%	3%	0%
29	CC1(C)C(c2cccs2)=NC(c2ccccc2)N1O (stereo unspecified)	-19%	1%	-1%	5%	5%	0%
30	CCn1nc(C)c(CNC(=O)c2cc(COc3ccccc3SC)on2)c1C	-2%	?	-2%	.	.	-1%

No.	TSG101-PTAP inh	B2AR arrestin	Coupling enz	GALK inhibitor	Giardia kill
21	-3%	0.5%	0	9%	?
22	-8%	-0.5%	-2	-1%	-27
23	-5%	0.4%	0	-1%	-17
24	-1%	-0.5%	.	-2%	5
25	-1%	-0.4%	1	.	4
26	1%	0.8%	2	-1%	?
27	.	-0.1%	5	2%	2
28	0%	-0.1%	-1	-1%	-11
29	-3%	0.3%	0	7%	-12
30	1%	0.1%	.	-3%	-24

# Among those listed so far, two contain an aryl thioether with sulfur outside any ring.
No.	canonical_smiles	Integrin act MD	BCR signal inh	Tb PFK inh	PKM2 act	Menin MLL FP TR	S-ASM inh
12	Cc1cc(NC(=O)CSc2nnc(C3CC3)n2C)no1	19%	11%	-6%	-16%	-6%	-2%
30	CCn1nc(C)c(CNC(=O)c2cc(COc3ccccc3SC)on2)c1C	-2%	?	-2%	.	.	-1%

No.	TSG101-PTAP inh	B2AR arrestin	Coupling enz	GALK inhibitor	Giardia kill
12	-8%	-0.5%	-4	-2%	2
30	1%	0.1%	.	-3%	-24

# (list continues)
No.	canonical_smiles	Integrin act MD	BCR signal inh	Tb PFK inh	PKM2 act	Menin MLL FP TR	S-ASM inh
31	CCOc1cc(/C=C2/COc3ccccc3C2=O)ccc1OCC(=O)N(C)C	-4%	?	8%	11%	?	-2%
32	Cc1ccc(-c2nc(CS(=O)CC(=O)NC3CCCCC3)c(C)o2)cc1 (stereo unspecified)	-10%	-6%	8%	.	.	2%
33	CCc1cc2c(=O)nc3n(c2s1)Cc1ccccc1/C3=C(/O)c1ccccc1Cl	1%	?	2%	-2%	.	-13%
34	Cc1cccc(C(=O)Nc2nnc(-c3cccnc3)o2)c1	-20%	?	3%	-8%	23%	0%
35	COCCn1c(=S)[nH]c2cc(C(=O)N3CCCC(C)C3)ccc2c1=O (stereo unspecified)	?	?	-1%	.	.	31%
36	Cc1cccc(NC(=O)c2ccc3c(c2)C(=O)N(c2ccccn2)C3=O)c1C	?	-7%	0%	4%	.	3%

No.	TSG101-PTAP inh	B2AR arrestin	Coupling enz	GALK inhibitor	Giardia kill
31	0%	0.0%	-1	-6%	-9
32	-3%	-0.1%	.	-8%	7
33	2%	-0.4%	4	-3%	14
34	1%	0.2%	0	-2%	7
35	-6%	0.0%	.	-1%	1
36	-12%	-0.4%	.	-2%	9

# Screening results from PubChem BioAssay.

# Some of the compounds tested; count on the stated rates, not on these rows.
